Tau fluor counter: counter-screen for tau fibril formation inhibitors; tau K18 P301L Alexa594 fluorescence, heparin fibrillization; Potency, µM (series often up to 57.7 µM), for the others: at the top dose activity change, negative = decrease; 280,000 tested, 0.93% active; further: nearly all actives have a fitted effect of over 55% in size
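Human K18 P301L tau (15 uM unlabeled plus 0.24 uM Alexa 594-labeled, final) in 100 mM sodium acetate pH 7 was mixed with compound and 20 uM heparin and incubated 6 hr at 37 C.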
Tau FP inhib: inhibitors of human tau fibril formation; AID 1468; Potency, µM (highest dose often 57.7 µM), for the others: top-dose activity, negative = inhibition, most hits filed as inhibitors; 280,000 tested, 0.39% active; K18 P301L tau heparin fibrillization, Alexa594 FP, 6 h; further: nearly all actives have a fitted effect of over 55% in size
Target sequence (P10636 561-689 P618L limits assumed): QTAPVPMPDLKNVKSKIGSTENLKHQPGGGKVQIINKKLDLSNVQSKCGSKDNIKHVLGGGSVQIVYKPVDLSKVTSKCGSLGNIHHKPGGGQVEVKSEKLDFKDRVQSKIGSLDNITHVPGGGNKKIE
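Compound effects on tau fibrillization are measured by Alexa 594 fluorescence polarization (ex 555, em 632 nm). K18 P301L tau is used at 15 uM with 0.24 uM labeled tracer, and 20 uM heparin induces aggregation over 6 hr at 37 C.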
aGal spleen mod: alpha-galactosidase A (human) modulation. 240,000 tested, 0.008% active. human spleen homogenate, 4MU-alpha-Gal fluorescence, 40 min. P06280. Potency, µM (top dose mostly 80 µM), for inactives: at the highest dose activity change, negative = inhibition, hits mostly inhibitors;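 further: 0% = enzyme with vehicle and -100% = no enzyme basal signal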
Target sequence (P06280 32-429 limits assumed): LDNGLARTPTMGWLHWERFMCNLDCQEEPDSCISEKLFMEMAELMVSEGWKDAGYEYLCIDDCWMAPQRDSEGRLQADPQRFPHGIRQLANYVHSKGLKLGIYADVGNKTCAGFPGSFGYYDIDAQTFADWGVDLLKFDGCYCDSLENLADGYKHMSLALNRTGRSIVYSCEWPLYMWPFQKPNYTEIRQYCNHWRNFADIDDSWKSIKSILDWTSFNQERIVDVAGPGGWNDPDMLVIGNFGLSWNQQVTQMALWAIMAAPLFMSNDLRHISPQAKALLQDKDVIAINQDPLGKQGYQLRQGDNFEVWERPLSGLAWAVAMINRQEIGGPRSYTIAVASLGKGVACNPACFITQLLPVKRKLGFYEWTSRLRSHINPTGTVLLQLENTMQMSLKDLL
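qHTS titration in buffer at pH 5.0. Alpha-galactosidase activity in spleen homogenate was measured via 4-methylumbelliferone release from 1 mM fluorogenic substrate after 40 min at 37C and a pH 10 stop. AC50 came from Hill fits of control-normalized data.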
Tau fibril ThT: inhibitors of human tau fibril formation, thioflavin T binding | recombinant tau K18 P301L, heparin-induced fibrillization, ThT fluorescence | Potency, µM (series often up to 57.4 µM), for inactives: at the top dose activity, negative = inhibition, usual class: inhibitors | P10636 | 270,000 tested, 2.1% active; further: nearly all actives have a fitted effect of over 55% in size
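Using a mix of unlabeled (15 uM) and Alexa 594-labeled (0.24 uM) tau K18 P301L, heparin-triggered fibrillization over 6 hr at 37 C was scored by ThT fluorescence.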
L3MBTL1 block: L3MBTL1 (human) inhibition; Q9Y468; AlphaScreen L3MBTL1–H3K9me1 peptide binding; Potency, µM (series often up to 57.1 µM), for inactives: at the top dose activity, negative = inhibition, hits mostly inhibitors; 230,000 tested, 0.66% active; AID 485360; further: nearly all actives have a fitted effect of over 60% in size
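Read-out is AlphaScreen signal from streptavidin donor and nickel chelate acceptor beads (10 ug/mL final each) bridging L3MBTL1 (50 nM) and biotinylated K9-monomethylated H3(1-15) peptide (75 nM), after 30 min compound exposure at room temperature.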
ALDH1A1 block: inhibitors of human aldehyde dehydrogenase 1A1 | P00352 | Purified ALDH1A1, NADH fluorescence, propionaldehyde substrate | Potency, µM (series often up to 75.3 µM), without a hit: at the highest dose activity, negative = inhibition, hits mostly inhibitors | 220,000 tested, 7.3% active | AID 1030; active means well fitted inhibition curve with a large enough effect, not every such curve was filed as active; inconclusive means small, poorly fitted or top-dose-only effect, or another doubt; inactive means no such curve, though single readings can be large or run the other way;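 further: plate controls were no enzyme wells and a reference inhibitor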
Target sequence (P00352 whole entry, looked up): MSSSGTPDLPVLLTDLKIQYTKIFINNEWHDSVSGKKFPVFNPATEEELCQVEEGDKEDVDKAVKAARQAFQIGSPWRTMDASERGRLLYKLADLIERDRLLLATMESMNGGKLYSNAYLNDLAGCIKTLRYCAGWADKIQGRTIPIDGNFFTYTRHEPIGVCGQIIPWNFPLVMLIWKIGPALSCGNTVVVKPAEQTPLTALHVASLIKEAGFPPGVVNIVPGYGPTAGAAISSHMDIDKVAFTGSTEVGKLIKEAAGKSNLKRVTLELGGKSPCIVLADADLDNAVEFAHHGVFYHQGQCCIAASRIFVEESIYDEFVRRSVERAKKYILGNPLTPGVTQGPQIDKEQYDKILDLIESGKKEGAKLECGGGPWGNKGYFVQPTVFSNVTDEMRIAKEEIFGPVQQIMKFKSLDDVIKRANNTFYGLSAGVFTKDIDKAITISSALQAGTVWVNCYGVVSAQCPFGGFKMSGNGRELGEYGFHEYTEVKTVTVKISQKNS
TRb SRC2 PPI: disrupts binding of human TR beta to SRC2; P10828; TRbeta-SRC2 peptide binding, fluorescence polarization; receptor liganded with 1 µM T3; Potency, µM (highest dose often 106 µM), inactives show top-dose activity change, negative = inhibition, actives largely listed as inhibitors; 280,000 tested, 0.065% active;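 further: plate controls were bound peptide for no effect and peptide without receptor for full effect; nearly all actives have a fitted effect of over 50% in size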
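Decrease in fluorescence polarization of 20 nM Texas Red SRC2 coactivator peptide flagged inhibition of its binding to 0.6 uM TRb LBD; 1 uM T3 included, incubation 5 hr, ex 555/em 632 nm.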
TR SRC2 fluor cs: Texas Red fluorescence interference in TRb-SRC2 counter-screen; Potency, µM (titrated, usually from 106 µM), inactives show top-dose fluorescence change, negative = quenching; 280,000 tested, 0.29% active; TRb/SRC2 Texas Red total fluorescence interference; AID 1479; active means well fitted curve in either direction with a large enough effect; inconclusive means small, poorly fitted or top-dose-only effect
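Human TRb ligand-binding domain at 0.6 uM with 20 nM Texas Red SRC2 peptide in Tris buffer containing 1 uM T3 and 5% DMSO, incubated with compound 5 h at ambient temperature. Total fluorescence (555/632 nm) calculated as parallel + 2 × perpendicular.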
The depositor's hits bear a star; ? = inconclusive; · = not tested or not shown; & = joins results of further samples; [ ] = remark or other dose. Unless noted, the call rests on the fitted dose curve; in most records, active means well fitted curve in the direction sought with a large enough effect; inconclusive means small, poorly fitted or top-dose-only effect, or another doubt; inactive means no such curve, though single readings can be large; an effect the other way counts as inactive or inconclusive. Unless noted, on the % scale 0 is the no-effect control and ±100 the full control effect; potency means the concentration at half of the fitted maximal effect.

Fields – Tau fluor counter	Tau FP inhib	aGal spleen mod	Tau fibril ThT	L3MBTL1 block	ALDH1A1 block	TRb SRC2 PPI	TR SRC2 fluor cs
- COc1ccc(CC(=O)N2CCN(c3ccccn3)CC2)cc1OC
→ -1%	-1%	-2%	-8%	·	?	3%	-6%
- Cc1[nH]nc(SCC(=O)Nc2cccc(O)c2)c1[N+](=O)[O-]
→ -2%	0%	10%	-5%	0%	-1%	6%	-1%
- COc1cc(S(=O)(=O)NC2CCCCC2)ccc1F
→ 2%	-1%	1%	11%	·	?	4%	2%
- CC(=O)Nc1ccccc1OCC(=O)NC(C)c1ccc(F)cc1 (stereo unspecified)
→ -6%	8%	-4%	-5%	-15%	-3%	13%	1%
- CCOCCn1c(SCc2ccccc2)nc2c1c(=O)[nH]c(=O)n2C
→ -17%	-2%	0%	-13%	·	·	2%	-5%
- COC(=O)Cn1cc(/C=C/[N+](=O)[O-])c2ccccc21
→ -9%	5%	1%	?	-4%	?	6%	1%
- Cc1nnc(SCC(=O)N2N=C(c3ccc(Cl)cc3)CC2c2ccco2)[nH]c1=O (stereo unspecified)
→ -13%	-10%	4%	?	·	?	0%	1%
- CCn1c(=O)c2cc(C(=O)NCc3cc(OC)ccc3OC)sc2c2ccccc21
→ -26%	-11%	·	-15%	·	·	-7%	-4%
- COCc1cc(Sc2ccc(Cl)cc2)nc(-c2ccccc2)n1
→ -19%	-12%	0%	-10%	6%	6%	2%	-1%
- COc1cc(C(=O)OCC(=O)NCc2ccc(F)cc2)cc(NC(=O)c2cccs2)c1OC
→ -7%	4%	-6%	-14%	5%	-8%	-5%	-3%
- CC(=O)C(Sc1ccc2nnc(-c3ccc(C)cc3)n2n1)C(C)=O
→ 0%	-3%	-11%	-9%	-12%	?	-10%	-8%
- COCCCNC(=O)/C(C#N)=C/c1cc(C)[nH]c1C
→ -1%	2%	-7%	-3%	-2%	?	7%	1%
- CCOC(=O)c1cc(S(=O)(=O)Nc2ccc(OC(F)(F)F)cc2)[nH]n1
→ -12%	-5%	·	2%	·	·	7%	-1%
- O=C(Cn1c(=O)c2cccn2c2ccccc21)Nc1cc(F)ccc1F
→ -18%	-15%	·	3%	·	·	6%	3%
- O=C(CSc1nc2c([nH]c3ccccc32)c(=O)n1-c1ccc(F)cc1)NC1CCCCC1
→ 1%	-6%	·	10%	·	·	4%	-19%
- CC(C)CCC[C@@H](C)[C@H]1CC[C@H]2[C@@H]3CC=C4C[C@@H](O)CC[C@]4(C)[C@H]3CC[C@]12C
→ -16%	4%	4%	-11%	·	3%	2%	0%
- Nn1c(SCc2ccc(F)cc2)nnc1-c1ccccn1
→ 3%	1%	-4%	3%	?	·	0%	0%
- Fc1ccc(-c2nnc(-c3ccc(Cl)cc3Cl)o2)cc1
→ 0%	6%	2%	-4%	15%	-2%	-4%	-2%
- Cc1nnc(-c2ccc(N3CCCCCC3)c([N+](=O)[O-])c2)o1
→ -10%	3%	4%	?	0%	·	1%	-2%
- CCS(=O)(=O)N1CCc2cc(C(=O)Nc3cc([N+](=O)[O-])ccc3C)ccc21
→ -13%	5%	·	-9%	·	·	2%	-1%
- O=C(Nc1ccccc1F)c1nc(S(=O)(=O)Cc2ccccc2F)ncc1Cl
→ -8%	2%	·	?	·	·	-3%	-1%
- O=C(CSc1nnc(-c2ccc(C(F)(F)F)cn2)o1)Nc1ccccc1Cl
→ -18%	0%	-3%	-17%	32µM*	5%	-6%	-1%
- O=C(Oc1ccccc1)C1O[C@@H]1c1ccccc1 (stereo partly specified)
→ -10%	-13%	-1%	-12%	·	-7%	0%	0%
- O=C(c1cccc(F)c1)N1CCC(c2c[nH]c3ccccc23)(c2c[nH]c3ccccc23)CC1
→ -24%	-8%	·	9%	·	·	4%	1%
- CC(=O)NCC(=O)OC(C(=O)c1ccccc1)c1ccc(Cl)cc1 (stereo unspecified)
→ -6%	-9%	-3%	-3%	11%	2%	-2%	-5%
- C/C(=N\OCC(=O)N/N=C/c1ccc(C)cc1O)c1cccs1
→ ?	7%	-2%	?	6%	7%	-4%	-1%
- CCN1CCCC1CNC(=O)c1cc2c(-c3cccc(OC)c3)nn(C)c2s1 (stereo unspecified)
→ -19%	-8%	0%	-10%	-1%	?	-8%	-1%
- Cc1ccc(Cl)cc1N1CCN(C(=O)c2ccc3nc(N4CCC(C)CC4)sc3c2)CC1
→ -4%	-8%	·	-13%	·	·	9%	-2%
- COC(=O)c1ccc(/C=N/NC(=O)C(=O)NCc2ccccc2)cc1
→ 4%	-5%	5%	6%	3%	-2%	-12%	3%
- N#CCCN(C(=O)c1ccco1)c1ccccc1
→ 2%	7%	-9%	-4%	-5%	-11%	-1%	-1%
- O=C(NC(=S)Nc1nc(-c2ccc(Br)cc2)cs1)c1cccnc1
→ -9%	-9%	4%	-13%	3%	2%	-7%	-2%
- COc1cc2cc(CNc3ccc(C)cc3)c(=O)n(CC(=O)Nc3ccc(F)cc3F)c2cc1OC
→ -23%	11%	·	0%	·	·	0%	-1%
- CCN1CCN(Cc2nc3cc(NC(=O)c4cccc([N+](=O)[O-])c4)ccc3n2CC)CC1
→ -13%	2%	·	-12%	·	·	-26%	2.8µM*[quencher]
- Nc1c(C(=O)NCc2ccccc2)nnn1Cc1ccc(F)cc1
→ -3%	-7%	2%	10%	2%	4%	-17%	1%
- CCOc1cc(C(=O)Nc2cccc(C(C)=O)c2)ccc1OCC(=O)N1CCCCC1
→ -5%	-3%	10%	-2%	-3%	-3%	2%	-1%
- Clc1ccc2nc(N3CCNCC3)nc(-c3ccccc3)c2c1
→ -13%	-3%	2%	-15%	20%	-11%	-4%	0%
- CCN1CCC(N(Cc2ccc(F)cc2)C(=O)Nc2cc(Cl)ccc2C(=O)OC)CC1
→ -11%	1%	·	-9%	·	·	3%	11%
- Cc1cc(C)c(S(=O)(=O)N(C)Cc2cnn(C)c2)c(C)c1
→ -1%	-6%	-4%	-5%	3%	15%	2%	-2%
- Cc1cccc(CNC(=O)CSCc2cnn(-c3ccccc3)c2-n2cccc2)c1
→ -10%	7%	·	-16%	·	·	1%	-2%
- COc1ccc(N2C(=O)CC(N3CCN(c4ccc(S(C)(=O)=O)cc4)CC3)C2=O)cc1 (stereo unspecified)
→ -6%	-3%	-4%	-19%	·	22µM*	-2%	-3%
- COc1ccc(-c2n[nH]c(=S)n2N)c(OC)c1
→ 9%	4%	2%	5%	6%	25µM*	-4%	3%
- O=C(COC(=O)C1=COCCO1)Nc1ccccc1OC(F)F
→ 1%	3%	6%	-5%	·	9%	3%	2%
- O=C(NCc1ccncc1)C1=NN(c2ccccc2)C(=O)CC1
→ 7%	-3%	2%	1%	9%	?	-7%	0%
- O=c1c2cc3ccccc3n2cnn1Cc1ccccc1F
→ 1%	1%	2%	2%	11%	-11%	7%	1%
- CC(C)OC(=O)c1sc2nc3c(cc2c1N)C(=O)CCC3
→ -5%	0%	5%	?	3%	?	8%	-1%
- Cc1ccc(C)c(SCc2noc(C(=O)NC(C)C)c2C(=O)O)c1
→ -7%	1%	-4%	-8%	11%	-1%	7%	-1%
- CCN1CCN(C(=O)c2ccc(Cl)c(S(=O)(=O)N3CCCCCC3)c2)CC1
→ 0%	-1%	-4%	-3%	11%	-13%	-6%	-3%
- Cc1ccc(C)c2sc(NC(=O)c3nc4ccccc4s3)nc12
→ -1%	8%	2%	-6%	4%	9%	4%	2%
- CCOC(=O)/C=c1\s/c(=C\c2ccccc2C)c(=O)n1CC(=O)NCc1ccc2c(c1)OCO2
→ -18%	-6%	5%	3%	-2%	-7%	3%	3%
- CCC(=O)Nc1ccc(Cl)c(NC(=S)NC(=O)COc2ccc(Cl)cc2)c1
→ -12%	-18%	-4%	-1%	4%	0%	-5%	0%
- CC1(c2ccc(C#N)cc2)NC(=O)N(CC(=O)Nc2cc(S(=O)(=O)N3CCOCC3)ccc2Cl)C1=O (stereo unspecified)
→ -8%	12%	3%	-3%	1%	4%	-6%	0%
- Cc1cc(C)c2c(c1)cc(C)c1nnc(SCC(=O)Nc3cc(C)on3)n12
→ -6%	-1%	-9%	-7%	0%	-3%	-5%	1%
- Cc1ccc(N(CC(=O)O)S(=O)(=O)c2cccc3nonc23)cc1
→ -6%	?	0%	-5%	-2%	0%	-11%	1%
- CC(C)(C)C1=CC(=O)C(=O)C(C(C)(C)C)=C1
→ -16%	?	2%	?	-10%	2.8µM*	2%	-5%
- CCN(CC)CCN1C(=O)C2C3c4ccccc4C(c4ccccc43)C2C1=O (stereo unspecified)
→ 2%	-2%	-1%	-8%	·	4%	-2%	-3%
- Cc1n[nH]c(C)c1C(=O)CC1(O)C(=O)N(Cc2ccccc2)c2ccc(Br)cc21 (stereo unspecified)
→ -11%	9%	-4%	-4%	·	10µM*	1%	1%
- COc1ccc(CCNC(=O)C/C(C)=N/NC(=O)C23CC4CC(CC(C4)C2)C3)cc1OC
→ -6%	6%	-23%	-1%	-13%	?	11%	-2%
- NCCS(=O)O
→ -3%&2%&-8%	?	4%&8%&8%	-1%&9%&-10%	·	-2%&2%&2%	4%&1%&7%	7%&-1%&0%
- CCN(CC)CCCn1c(=S)[nH]c2ccc(Cl)cc2c1=O
→ -14%	-2%	-13%	-19%	-4%	-10%	-8%	0%
- COC(=O)CN1C(C(=O)c2ccccc2)=C(OC(=O)c2ccc(C)cc2)c2ccccc2S1(=O)=O
→ -7%	8%	·	?	·	·	0%	1%
- O=C(O)CCSC(=S)N1CCOCC1
→ -5%	8%	-14%	-2%	8%	·	3%	1%

Some of the entries above in another layout.
Structure,Tau fluor counter,Tau FP inhib,aGal spleen mod,Tau fibril ThT,L3MBTL1 block,ALDH1A1 block,TRb SRC2 PPI,TR SRC2 fluor cs
Cc1n[nH]c(C)c1C(=O)CC1(O)C(=O)N(Cc2ccccc2)c2ccc(Br)cc21 (stereo unspecified),-11%,9%,-4%,-4%,·,10µM*,1%,1%
COC(=O)CN1C(C(=O)c2ccccc2)=C(OC(=O)c2ccc(C)cc2)c2ccccc2S1(=O)=O,-7%,8%,·,?,·,·,0%,1%
COc1cc2cc(CNc3ccc(C)cc3)c(=O)n(CC(=O)Nc3ccc(F)cc3F)c2cc1OC,-23%,11%,·,0%,·,·,0%,-1%
